Bioassay records deposited in PubChem BioAssay by several laboratories.
HTR5A ag ctr – activates human HTR5A in OPRM1-OPRD1 agonist counter-screen. P47898. HTR5A agonist assay, luminescence, cell-based. activation, % at 9.3 µM. 340,000 compounds, 0.61% hits. AID 504692; in the data active = activation mostly above about 9.5%, no sharp cut-off; inactive = mostly below about 7.6%;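 also: 0% = cells with vehicle only and 100% = reference agonist; strong numbers were not always called active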
OPRM1-OPRD1 ag – OPRM1-OPRD1 heterodimerization agonism; activation, % at 9.3 µM; AID 504326; cells, luminescence; 340,000 compounds, 0.3% hits; in the data active = activation above about 18%;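 also: 0% = vehicle-treated cells and 100% = reference agonist; values of inactives mirror those of a sister screen read the other way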
DSG3 Ab inh – inhibitors of pemphigus antibody binding to human desmoglein-3; P32926; DSG3-coupled beads, scFv-anti-DSG3-GFP binding, flow cytometry; stronger effect = lower value; binding (percent of control), % at 10 µM; 310,000 compounds, 0.48% hits; AID 588358;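 active = binding more than 3 SD below its plate's average and above zero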; also: some compounds called inactive have numbers as strong as hits
Target sequence (P32926 whole entry, looked up): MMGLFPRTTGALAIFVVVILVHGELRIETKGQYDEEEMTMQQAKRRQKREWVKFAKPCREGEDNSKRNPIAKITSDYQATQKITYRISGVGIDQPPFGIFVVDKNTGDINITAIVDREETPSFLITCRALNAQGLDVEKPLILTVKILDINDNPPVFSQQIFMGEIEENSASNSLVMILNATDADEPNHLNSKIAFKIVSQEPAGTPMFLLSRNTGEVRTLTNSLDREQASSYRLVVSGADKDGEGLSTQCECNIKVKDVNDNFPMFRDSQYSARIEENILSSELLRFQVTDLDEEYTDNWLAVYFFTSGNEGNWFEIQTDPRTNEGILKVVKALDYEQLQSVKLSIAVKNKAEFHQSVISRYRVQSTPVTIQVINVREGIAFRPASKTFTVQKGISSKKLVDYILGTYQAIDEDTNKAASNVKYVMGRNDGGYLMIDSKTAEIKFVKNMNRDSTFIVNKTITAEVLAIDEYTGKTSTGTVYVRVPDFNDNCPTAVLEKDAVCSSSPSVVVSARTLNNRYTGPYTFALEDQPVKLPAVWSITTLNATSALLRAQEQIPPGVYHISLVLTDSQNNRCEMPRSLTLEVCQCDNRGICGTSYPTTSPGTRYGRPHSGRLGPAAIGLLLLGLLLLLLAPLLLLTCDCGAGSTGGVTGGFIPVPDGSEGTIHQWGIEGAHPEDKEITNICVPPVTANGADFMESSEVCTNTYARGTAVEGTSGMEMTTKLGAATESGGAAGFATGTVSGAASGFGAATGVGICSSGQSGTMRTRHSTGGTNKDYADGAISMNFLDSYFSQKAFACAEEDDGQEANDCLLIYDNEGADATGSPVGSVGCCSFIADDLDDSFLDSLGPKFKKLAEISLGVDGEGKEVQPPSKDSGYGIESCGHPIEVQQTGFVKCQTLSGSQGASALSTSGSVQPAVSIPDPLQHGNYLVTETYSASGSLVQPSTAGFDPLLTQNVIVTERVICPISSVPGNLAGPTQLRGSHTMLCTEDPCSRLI
phage Ecoli inh – E. coli growth loss with phage present; growth absorbance; inhibition, % at 11.9 µM; AID 651602; 360,000 compounds, 0.26% hits; in the data active = inhibition above about 11%
SUMO Mot1 rescue – blocks SUMOylation pathway, rescuing yeast Mot1-301 growth. S. cerevisiae Mot1-301 growth rescue, ATP luminescence, 38.5C; percent above DMSO median, 100 means doubled. growth rescue, % at 18.8 µM. 320,000 compounds, 1% hits. AID 2716;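 active = every valid replicate shows activation above 250% relative to neutral control wells; inactive = the rest, any valid replicate at or below 250%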;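 also: OY570 slx delta 5 strain wells were the positive control but not used for scaling; some compounds called inactive have numbers as strong as hits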
AddAB inh – less growth of phage-infected E. coli with AddAB | 330,000 compounds, 0.29% hits | inhibition, % at 11.9 µM | AID 435030 | E. coli expressing H. pylori AddAB, absorbance growth; in the data active = inhibition above about 12%;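 also: 0% = vehicle wells of infected cells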
HTR5A inv ctr – counter-screen for OPRM1-OPRD1 inverse agonists: human HTR5A inverse agonism; P47898; HTR5A cell line, luminescence; inhibition, % at 9.3 µM; 340,000 compounds, 0.083% hits; AID 504634; in the data active = inhibition mostly above about 23%, no sharp cut-off; inactive = mostly below about 18%;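 also: 0% = cells with DMSO and 100% = no-cell wells with DMSO; some compounds called inactive have numbers as strong as hits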
E coli growth – bacterial growth inhibition, counter-screen for AddAB inhibitors | E. coli V3065 growth, OD600 absorbance, 18 h | inhibition, % at 11.9 µM | 330,000 compounds, 0.27% hits | AID 449728;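 active = inhibition above the campaign's mean inhibition across all tested compounds plus 3 SD, cut at about 9.9% in these data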;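 also: uninfected addAB+ strain grown without phage in ampicillin broth; 0% = DMSO wells and 100% = ciprofloxacin 0.95 µg/ml wells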
PKA-R1A act – PKA-R1A complex activation | PKA-R1A dissociation, Cy5-IP20 fluorescence polarization; scaled: DMSO 0%, 113 µM cGMP 100% | activation, % at 11.4 µM | 340,000 compounds, 0.083% hits;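 active = percent activation above the mean of all tested compounds plus 3 SD, cut at about 19% in these data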;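 also: higher means more PKAc released from R1A so a rise in polarization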
PfHsp90 set2 – growth inhibition of yeast expressing Plasmodium Hsp90 | S. cerevisiae expressing PfHsp90, BacTiter-Glo ATP, 48 h; yeast lacking PDR1 and PDR3 efflux regulators | inhibition, % at 9.4 µM | 310,000 compounds, 0.32% hits | AID 504621;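 active = every replicate shows inhibition above about 80%, whatever the replicate mean, limit read from the data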;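 also: 0% = DMSO neutral controls and 100% = 20 µM radicicol positive controls; yeast relying on Plasmodium falciparum Hsp90 in place of its own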
MOR-DOR inv ag – inverse agonists of human mu-delta opioid receptor heterodimerization; P35372+P41143; cell-based MOR-DOR heterodimer luminescence, inverse agonism; inhibition, % at 9.3 µM; 340,000 compounds, 0.21% hits; in the data active = inhibition above about 22%, passing the limit was not always enough;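 also: 0% = cells with DMSO and 100% = wells without cells with DMSO; values of inactives mirror those of a sister screen read the other way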
* marks the source's active call; other numbers are inactive results; i = inactive; . = not tested or not shown; & = joins results of further samples.

SMILES	HTR5A ag ctr	OPRM1-OPRD1 ag	DSG3 Ab inh	phage Ecoli inh	SUMO Mot1 rescue	AddAB inh	HTR5A inv ctr	E coli growth	PKA-R1A act	PfHsp90 set2	MOR-DOR inv ag
CC(=O)c1cn(C2OC(CO)C3OC(C)(C)OC32)c(=O)n(C)c1=O (centres undefined)	.	.	105	2.9	i	0.3	.	-0.3	.	.	.
CCOC(=O)c1c(C)n(C)c2ccc(OCC(O)Cn3nc(C)cc3C)cc12 (centres undefined)	0	-1.3	98	0.6	-10	1.4	0	-2.4	-2	.	6
C/C(=N/NS(=O)(=O)c1ccc(C)cc1)c1cccc(NC(=O)c2cccc(Cl)c2)c1	6	-2.6	.	5.1	20	2.2	-14	0.4	-6	-12	11
COC(=O)CC1=C(C(=O)OC)C(c2cc(OC)c(OC)cc2OC)C(C#N)=C(N)O1 (centres undefined)	10	-0.6	102	0.7	-3	0.4	-9	-3.5	2	.	3
O=C(NCCCN1CCC(Cc2ccccc2)CC1)C1CC(=O)N(C2CCCC2)C1 (centres undefined)	0	-1.6	101	1.6	74	-1.7	1	-1.9	-6	-5	9
O=C(Nc1ccc(Cl)cc1)c1ccc2c(c1)OCO2	-3	-2.5	111	3.8	8	-0.6	8	0.7	-1	-4	12
CCOC(=O)C1(CCc2ccccc2)CCN(Cc2cc(OC)c(OC)cc2OC)CC1	2	11	113	-0.8	-1	2.3	-7	-0.9	2	16	-56
CCc1cc2c3c(c1)C(C)CC(C)(C)N3C(=O)C2=O (centres undefined)	3	-2.7	111	2.6	-31	1.7	-5	0.3	-7	5	14
COc1ccc(/C=C2\SC(=O)N(CCC(=O)N3CCCCC3CCO)C2=O)cc1 (centres undefined)	4	-2.6	.	0.5	-10	0.7	14	-1.9	8	6	14
CCN1CCN(c2nc(-c3cccs3)nc3ccccc23)CC1	-2	-3.0	110	0.2	462	1.0	3	-1.3	8	-4	16
COC(CSc1nc(N)c2c3c(sc2n1)CN(C)CC3)OC	-3	0.1	94	3.2	5	1.6	12	0.3	-2	5	0
CCn1c(SCc2nc3ccccc3nc2C)nnc1-c1cccs1	-1	-3.2	98	3.6	10	4.1	-18	-0.5	-4	-19	19
CSc1nc(Cl)c(Cc2ccc(OC(C)C)cc2)c(N2CCOCC2)n1	2	-0.5	105	1.3	-8	0.9	-5	-0.8	1	-14	3
CCCc1[nH]nc2c1C(c1ccc(OC(=O)N3CCOCC3)c(OC)c1)C(C#N)=C(N)O2 (centres undefined)	5	-0.4	97	-0.2	-12	-0.1	-11	-1.8	-4	-13	2
CNC(=S)Nc1ccc(C23CC4CC(CC(C4)C2)C3)cc1	-4	2.4	89	4.2	417	1.1	11	1.8	-11	-29	-17
Cc1ccc(C(=O)/C=C/c2ccco2)c(O)c1	2	7.0	100	2.9	.	1.2	15	0.2	0	9	-37
Cc1ccc(-c2nn(-c3ccc(F)cc3)cc2C(=O)N(C)CC(=O)Nc2ccc(N3CCOCC3)cc2)cc1	-3	0.7	105	1.1	-19	-0.4	8	-2.8	7	.	-4
Cc1ccc2c(CN3CCCCC3C)cc(=O)oc2c1C (centres undefined)	-2	2.4	108	2.0	.	.	6	.	13	9	-11
Cn1c(C2=C(O)CN(Cc3ccccc3)C2=N)nc2ccccc21	3	-0.2	102	5.4	-11	-0.4	-10	-2.3	-3	7	1
O=C(NCC(=O)N(c1cccnc1)C(C(=O)NC1CCCC1)c1ccccc1F)c1ccco1 (centres undefined)	-2	-1.5	122	.	-6	1.1	5	-1.4	1	-55	8
CC(C)CN(CC(C)C)CC(O)COc1ccccc1Br (centres undefined)	-1	11	97	0.6	-5	0.2	-23	1.9	0	-1	-61
O=C(CSc1nnc(CN2CCCC2)n1-c1ccc(F)cc1)c1ccc2c(c1)OCO2	-7	-3.0	99	1.0	.	.	17	.	3	2	15
CC1(C(=O)N2CCN(c3ccc([N+](=O)[O-])cc3)CC2)CC1(Cl)Cl (centres undefined)	-3	-0.6	117	0.4	5	-0.8	12	2.4	1	-7	3
Cc1ccc(OCC(=O)NC(=S)Nc2ccc(Br)c(C)n2)cc1	-6	-2.5	107	0.8	21	1.4	15	-1.4	-4	-12	14
COc1cccc(CNC(=O)CCC2CCCN(C(=O)C3=CC(=O)CC(C)(C)O3)C2)c1 (centres undefined)	3	-1.1	103	2.8	15	3.6	-7	0.8	-1	-24	6
CCc1nnc(NC(=O)CCC(=O)N2CCN(CCOc3ccc(C)cc3)CC2)s1	0	-1.8	105	1.9	-3	-0.2	0	-0.1	0	10	9
CCOP(=O)(OCC)/C(C#N)=C/c1ccc([N+](=O)[O-])cc1	4	-1.7	207	-0.6	-13	-2.4	-14	-0.9	-10	1	9
CC(=O)c1ccc(N2CCC(c3cc(-c4ccc(Cl)cc4Cl)n[nH]3)CC2)c([N+](=O)[O-])c1	3	4.3	110	2.6	.	3.6	-6	-1.2	-4	.	-21
COc1ccc(CSc2nc3ccccc3c(=O)n2CCCN2CCOCC2)cc1F	0	-0.1	117	0.1	193	-0.4	1	0.2	-13	1	0
Cn1cnnc1SCC(=O)Nc1sccc1C#N	3	-0.1	109	0.8	19	1.1	-2	1.2	2	7	0
O=C(CCCCn1c(=O)[nH]c2ccccc2c1=O)N1CCN(c2ncccn2)CC1	-2	0.5	104	1.9	-11	1.6	7	-1.0	-5	-6	-3
CC(=O)c1c(C)[nH]c(C(=O)Nc2nc(-c3ccc(-c4ccccc4)cc3)cs2)c1C	-1	1.7	97	2.4	304	3.8	1	-1.8	-6	8	-9
COC(=O)C1=C2SCC(=O)N2C(N)=C(C#N)C1	6	-4.7	.	3.1	4	2.3	-16	1.2	-4	4	23
COc1cc2c(cc1OC)CN(C1CC(=O)N(c3c(C)cccc3C)C1=O)CC2 (centres undefined)	-1	-0.6	110	-1.1	25	0.9	22	2.9	6	16	3
Cc1c(NC(=O)COc2ncnc3c(Cl)cc(Cl)cc23)c(=O)n(-c2ccccc2)n1C	3	-1.2	103	0.5	-12	1.0	-5	0.7	2	.	6
CC1=C(C(=O)OCc2ccccc2)C(c2ccccn2)c2c(n(C)c(=O)n(C)c2=O)N1 (centres undefined)	-1&-1	-1.0&-2.7	103&106	4.3&3.3	-19	-0.2	3&3	-3.0	5&4	8	5&16
CCOC(=O)/C(C#N)=C/Nc1ccccc1OC(F)(F)F	.	.	95	2.4	36	2.8	.	4.9	.	15	.
O=C(NNC(=S)Nc1ccc(Br)cc1)c1ccccc1	-6	-2.3	100	-5.3	-26	.	11	.	-11	-11	16
Cc1c(C)n(CC(O)CN2CCN(C)CC2)c2ccccc12 (centres undefined)	3	-2.4	100	0.5	-4	1.5	12	-0.3	-6	3	12
Cc1nc2sc(-c3ccccc3)cc2c(=O)n1-n1cccc1	12	-0.7	104	1.6	287	0.7	-34	-0.3	-6	14	4
CCOC(=O)c1ccccc1NC(=O)CN(c1ccccc1)S(=O)(=O)N(C)C	0	0.5	100	-2.6	0	1.4	-3	-2.2	-6	8	-3
Cc1sc(NC(=O)Cc2ccc3c(c2)OCO3)nc1-c1ccc2c(c1)CCN2C(=O)c1cccc(F)c1	-7	-0.8	93	3.5	.	0.8	18	1.0	-6	-3	5
C=CCn1c(=O)c2ccccc2n2c(SCc3c(C(=O)OCC)oc4ccccc34)nnc12	-4	-2.1	106	2.8	-3	0.2	-7	1.4	1	25	11
CCc1ccc(S(=O)(=O)NCCc2cn3ccc(C)cc3n2)s1	0	-0.7	103	6.0	141	4.8	-1	-0.2	-2	-9	4
CC(C)(C)c1ccc(NC(=O)CC2(C(F)(F)F)OCCO2)cc1	1	3.5	92	0.2	3	7.0	-39	0.8	7	-2	-19
COC(=O)CN(c1cc(Cl)ccc1OC)S(=O)(=O)c1ccc(OC)c(OC)c1	5	-2.8	131	0.7	-15	-1.0	-2	1.5	-3	11	15
COC(=O)c1cc(C(=O)c2cccc(Cl)c2Cl)cn1C	2	1.5	100	4.5	20	4.7	-23	0.8	3	-8	-8
O=C1CN(C(=O)CNCc2ccccc2)c2ccccc2N1	-3	-0.7	118	-2.1	220	0.8	10	0.4	-3	-16	4
CCOc1ccc(NC(=O)C2CCN(S(=O)(=O)c3ccc4c(c3)N(C(C)=O)CCO4)CC2)cc1	-4	0.2	.	0.0	22	-0.1	17	0.6	-1	6	-1
COc1ccccc1OCCNC(=O)C1CC(=O)N(c2cccc(SC)c2)C1 (centres undefined)	0	-2.6	102	-0.5	2	-1.8	-6	-3.5	-11	19	13
O=C(CC(Nc1ccc(Cl)cc1Cl)C(=O)O)c1ccccc1 (centres undefined)	5	-2.0	97	-0.4	454	0.2	-16	-0.8	-2	21	10
CCn1nc(C)c(/C=N\NC(=O)c2cccc(OC)c2)c1C	2	-3.6	86	3.7	-12	2.3	-2	-0.6	2	-2	19
CCN(CC)c1ccc(C2NC(=O)NC(C)=C2C(=O)Nc2ccccc2)cc1 (centres undefined)	-1	0.1	126	-0.7	93	3.0	-8	1.9	0	16	-1
CCOC(=O)[C@H]1[C@H]2COc3ccc(Br)cc3[C@H]2N2C(=O)CNC(=O)[C@@]12C	0	-2.1	104	4.4	-13	-2.0	-2	-4.3	-22	4	13
Cc1ccc(CNC(=O)C2CCN(S(=O)(=O)c3ccc4c(c3)CC(C)N4C(=O)C3CC3)CC2)cc1 (centres undefined)	-4	-2.4	105	3.0	3	4.7	28	-0.2	-4	-43	12
Cc1cc(C)n(CC(=O)N/N=C/c2ccccn2)n1	7	-2.4	97	1.3	-27	0.5	-18	-3.7	-11	-6	14
COc1cccc(NC(=O)CN(C)C(=O)c2ccccc2OCC(=O)Nc2cccc(C(F)(F)F)c2)c1	4	1.8	109	1.4	-20	0.0	-5	-2.7	-6	.	-12
O=C(O)C1C2C=CC3(CN(C/C=C/c4ccccc4)C(=O)C13)O2 (centres undefined)	-2	-2.2	103	1.7	6	4.2	-38	-0.2	-5	-16	11
COC(=O)CCC(NS(=O)(=O)OCC(Cl)(Cl)Cl)c1ccccc1 (centres undefined)	2	2.0	103	3.4	-3	3.7	-1	-1.5	1	-20	-9
